# Dengue-2 NS5 capping = Dengue-2 NS5 methyltransferase inhibitors, primary screen, biochemical, confirmation dose response (AID 588689); inhibition, % at 25 µM; hits with a dose series show IC50 in µM; Dengue-2 NS5 methyltransferase capping enzyme assay, biochemical; higher % means a stronger effect; 340,000 compounds, 0.3% hits; in the data active = a potency from the dose series; inconclusive = inhibition above about 29% without an active follow-up result
# Rac1 GTP hydrolysis = MgcRacGAP GTPase-activating activity inhibitors, confirmation, biochemical, ADP Hunter fluorescence. MgcRacGAP-stimulated Rac1 GTP hydrolysis, ADP Hunter fluorescence; higher % means a stronger effect; GST-tagged Rac1 F28L mutant substrate. one-dose inhibition, % at 30 µM; IC50 in µM for titrated hits. 340,000 compounds, 0.6% hits;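 active = first-screen hits whose inhibition reached a set limit at any dose in the follow-up dose series; inconclusive = inhibition above the set first-screen limit but never retested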;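 also: fluorescence reports GDP produced by GAP-driven GTP hydrolysis; strong numbers were not always called active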
# West Nile antiviral = inhibition of WNV-induced cytopathic effect – cell-based, CPE readout (AID 1621); West Nile virus-infected cells, CPE inhibition; higher % means a stronger effect; CPE inhibition, % at 10 µM; hits with a dose series show IC50 in µM; 290,000 compounds, 0.02% hits; in the data active = a potency from the dose series; inconclusive = CPE inhibition mostly from about 3.7% at the one dose, without a potency; inactive = the rest, 99 in 100 with CPE inhibition below about 2.2%; also: strong numbers were not always called active
# LYP phosphatase = inhibitors of LYP phosphatase, biochemical, fluorescence intensity, uHTS (AID 1779). recombinant LYP phosphatase, fluorescence intensity; higher % means a stronger effect. one-dose inhibition, % at 11.5 µM; IC50 in µM for titrated hits. 290,000 compounds, 0.054% hits; in the data active = inhibition above about 50%;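 also: plate controls were vehicle with enzyme for no effect and no enzyme for full effect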
# PhoP inhibition = inhibitors of PhoP regulon expression, primary screen, Salmonella Typhimurium, GFP reporter (AID 1863); S. Typhimurium PhoP-regulated promoter GFP reporter, 4 h; higher % means a stronger effect; inhibition, % at 50 µM, or IC50 in µM where a hit was titrated; 300,000 compounds, 0.16% hits;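 active = inhibition over 29.93%, a cutoff 3 SD above the screen mean, later confirmed by dose response; inconclusive = inhibition over 29.93% but no dose response follow-up; inactive = inhibition at most 29.93% or unconfirmed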;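 also: 0% = low Mg2+ inducing control and 100% = high Mg2+ repressing control; strong numbers were not always called active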
# CSM14.1 death rescue = rescue of cells from ER stress-induced death, primary screen, 384-well, CSM14.1, thapsigargin, ATP luminescence (AID 1222); CSM14.1 thapsigargin-induced death rescue, ATP luminescence; higher % means a stronger effect; 190,000 tested, under 10 active; cellular ATP content (survival), % at 20 µM, or EC50 in µM where a hit was titrated;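 active = EC50 below 50 µM in the dose-response confirmation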;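 also: death triggered by thapsigargin at about 15 µM added after 2 h compound pretreatment; cell ATP read after overnight thapsigargin exposure of roughly 18 to 22 hours; normalized against plate controls of thapsigargin alone and 5% DMSO vehicle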
# Large T inhibition = TAg ATPase/helicase activity blockers – biochemical (AID 1903); SV40 large T antigen ATPase/helicase inhibition assay; higher % means a stronger effect; one-dose inhibition, % at 20 µM; IC50 in µM for titrated hits; 310,000 compounds, 0.39% hits; in the data active = a potency from the dose series; inconclusive = inhibition mostly from about 32% at the one dose, without a potency; inactive = the rest, 99 in 100 with inhibition below about 32%; also: strong numbers were not always called active
# RSV CPE inhibition = RSV antiviral activity via CPE protection, HEp-2 cells, primary 10 µM value included (AID 2391). HEp-2 cells, RSV-induced CPE inhibition; higher % means a stronger effect. CPE inhibition, % at 10 µM, or IC50 in µM where a hit was titrated. 310,000 compounds, 0.13% hits; in the data active = a potency from the dose series; inconclusive = CPE inhibition mostly from about 23% at the one dose, without a potency; inactive = the rest, 99 in 100 with CPE inhibition below about 21%; also: strong numbers were not always called active
# GPR35 arrestin U2OS = GPR35 antagonists blocking zaprinast-driven arrestin recruitment, primary screen, imaging, U2OS, beta-arrestin-GFP, zaprinast agonist (AID 2058) | 290,000 compounds, 0.052% hits | inhibition, % at 10 µM, or IC50 in µM where a hit was titrated | U2OS GPR35 beta-arrestin-GFP translocation imaging, zaprinast antagonism; higher % means a stronger effect;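 active = inhibition of at least 50% with at least 30 cells and total cytoplasm GFP at most 10,000,000; inconclusive = under 30 cells or total GFP of 10,000,000 plus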
# Dengue-2 NS5 capping pilot replicate = further read-out of Dengue-2 NS5 capping, marked with its call; inhibition, %; measured here: pilot screen replicate inhibition
# Numbers without * were called inactive; ? = inconclusive; nt = not tested or not shown; & = joins results of further samples.
SMILES,Dengue-2 NS5 capping,Rac1 GTP hydrolysis,West Nile antiviral,LYP phosphatase,PhoP inhibition,CSM14.1 death rescue,Large T inhibition,RSV CPE inhibition,GPR35 arrestin U2OS,others
COc1ccc(CCN=C(N)NS(=O)(=O)c2ccc(C)c(C)c2)cc1OC,-5%,10%,0.3%,-6%,1%,nt,23%,0.6%,39%,
CC1(C2CC(C(F)(F)F)n3nc(C(=O)O)cc3N2)CC1 (centres undefined),nt,6%,0.5%,-10%,-10%,-0.8%,6%,-0.5%,6%,
c1ccc(CCc2ccncc2)cc1,-5%,13%,1.5%,-1%,-3%,nt,9%,2.0%,-1%,
Cc1cnc(NC(=O)C2=C(O)c3ccccc3S(=O)(=O)N2C)s1,2%&-1%&-7%&-5%,-8%&0%&-5%&6%,0.6%&0.0%&0.1%,4%&-11%,-6%&-13%&-7%&-11%,-3.2%,5%&29%&12%&19%,1.8%&1.3%&2.6%&2.2%,-16%&-1%,
C=CCNC(=O)c1onc(CSc2ccccc2)c1C(=O)O,0%,8%,-0.3%,2%,-23%,5.3%,10%,0.9%,-1%,
C/C(=N\NC(=O)c1ccco1)c1ccc(-c2ccccc2)cc1,-7%,-5%,-0.4%,-6%,-2%,nt,4%,5.3%,-16%,
CC(OC(=O)CCN=C1NS(=O)(=O)c2ccccc21)C(=O)Nc1ccc(F)c(F)c1F (centres undefined),-6%,3%,nt,nt,7%,nt,9%,-1.6%,nt,
CC1=C(C(=O)c2ccccc2)C(c2cccc([N+](=O)[O-])c2)NC(=S)N1 (centres undefined),-14%,11%,0.7%,1%,9%,0.4%,23%,-1.1%,21%,
O=C(Nc1ccc(Cl)cc1)OCc1cn(-c2ccccc2)nn1,2%,1%,-0.8%,-2%,2%,-1.6%,9%,1.3%,1%,
Cc1ccc(NC(=O)c2ccncc2)cc1[N+](=O)[O-],-1%,3%,-0.7%,-6%,-13%,-1.2%,10%,5.7%,-4%,

# The last 3 entries of the part before come first, to join the parts:
SMILES,Dengue-2 NS5 capping,Rac1 GTP hydrolysis,West Nile antiviral,LYP phosphatase,PhoP inhibition,CSM14.1 death rescue,Large T inhibition,RSV CPE inhibition,GPR35 arrestin U2OS,others
CC1=C(C(=O)c2ccccc2)C(c2cccc([N+](=O)[O-])c2)NC(=S)N1 (centres undefined),-14%,11%,0.7%,1%,9%,0.4%,23%,-1.1%,21%,
O=C(Nc1ccc(Cl)cc1)OCc1cn(-c2ccccc2)nn1,2%,1%,-0.8%,-2%,2%,-1.6%,9%,1.3%,1%,
Cc1ccc(NC(=O)c2ccncc2)cc1[N+](=O)[O-],-1%,3%,-0.7%,-6%,-13%,-1.2%,10%,5.7%,-4%,
CCOc1ccc(C(=O)N2CCN(c3ccccc3)CC2)cc1,nt,nt,-0.3%,-5%,23%,0.4%,-2%,-0.7%,-5%,
O=C(Nc1ccc2nn(-c3ccccc3)nc2c1)c1ccc2c(c1)OCO2,3%,-10%,-0.8%,-3%,0%,-1.9%,8%,5.6%,-17%,Dengue-2 NS5 capping pilot replicate=2.6
O=C(CCNc1ccc(F)cc1)c1cc2ccccc2o1,-9%,5%,-0.5%,2%,-4%,-1.1%,1%,0.1%,-3%,
CC(=O)c1nn(-c2ccccc2)cc1C(=O)c1cccc(Br)c1,-5%,-1%,1.2%,-2%,5%,-0.8%,-7%,1.2%,17%,
O=C(Nc1nnc(-c2ccco2)o1)C1CCCCC1,2%,0%,0.3%,-2%,-38%,-0.3%,5%,0.6%,2%,
COc1cccc(C2/C(=C(\O)c3ccc4c(c3)OCCO4)C(=O)C(=O)N2Cc2cccnc2)c1 (centres undefined),2%,-13%,0.3%,-17%,1%,nt,10%,0.3%,3%,
CC(=O)c1c(-c2ccccc2)[nH]c2ccccc12,nt,3%,-1.1%,-6%,-7%,nt,5%,0.0%,2%,
COc1ccc(NC2CCCN(C(=O)CCC(=O)c3ccc(F)cc3)C2)cc1 (centres undefined),6%,?,-0.8%,-7%,-4%,nt,?,1.4%,-2%,
CCOC(=O)C(C)Oc1cccc2c(=O)n(CC(=O)NCCc3ccc(OC)c(OC)c3)ccc12 (centres undefined),0%,0%,-1.0%,-4%,1%,3.2%,10%,0.7%,-12%,
COc1ccc(OC)c(C2C(C(C)=O)=C(O)C(=O)N2CCC(=O)O)c1 (centres undefined),-3%,2%,0.0%,-2%,-11%,1.3%,8%,2.6%,-1%,
CCC(C)NS(=O)(=O)c1ccc(NC(=O)C(Sc2ccccc2)c2ccccc2)cc1 (centres undefined),-1%,9%,?,-9%,-3%,1.7%,-3%,0.1%,-13%,
Cc1cccc(OCC(=O)NCc2ccc(F)cc2)c1,-9%,7%,-0.4%,-7%,-1%,nt,12%,-0.3%,-2%,
CC(/C=N/Nc1nc(N2CCCCC2)nc(N2CCCCC2)n1)=C\c1ccccc1,-1%,5%,12%,-6%,-2%,-1.4%,2%,6.6%,-6%,
COC1CCCN(C(=O)c2ccc(OC3CCN(S(=O)(=O)N(C)C)CC3)cc2)C1 (centres undefined),-6%,5%,0.2%,5%,-1%,nt,4%,2.6%,8%,
CCOC(=O)C1C(C(=O)OCC)C1(c1ccccc1)c1ccccc1 (centres undefined),5%,2%,-1.5%,-6%,-9%,-0.6%,-3%,0.5%,1%,
CCOc1ccc(NC(=O)CC2C(=O)N(c3ccc(OC)cc3)C(=O)N2CCc2cccs2)cc1 (centres undefined),-1%,2%,-0.7%,-7%,2%,-0.2%,18%,2.3%,-15%,
Cc1cccc(C)c1NC(=O)C(=O)NCCCN1CCOCC1,4%,3%,0.3%,-3%,-9%,-5.9%,1%,1.2%,-12%,
O=C(Cc1ccccc1)Nc1cccnc1,-5%,1%,1.1%,-7%,-6%,-0.9%,10%,0.2%,-4%,
Cc1ccc(-n2ncc(C#N)c2/N=C/N2CCCCCC2)cc1,-2%,6%,nt,4%,19%,-0.9%,-1%,1.5%,25%,
O=C(O)CSc1nnc(-c2ccc3c(c2)OCO3)n1-c1ccccc1,2%,2%,-0.7%,-7%,-3%,0.4%,-2%,-0.8%,-7%,

# Structural class: those above with fluorine.
SMILES,Dengue-2 NS5 capping,Rac1 GTP hydrolysis,West Nile antiviral,LYP phosphatase,PhoP inhibition,CSM14.1 death rescue,Large T inhibition,RSV CPE inhibition,GPR35 arrestin U2OS,others
CC1(C2CC(C(F)(F)F)n3nc(C(=O)O)cc3N2)CC1 (centres undefined),nt,6%,0.5%,-10%,-10%,-0.8%,6%,-0.5%,6%,
CC(OC(=O)CCN=C1NS(=O)(=O)c2ccccc21)C(=O)Nc1ccc(F)c(F)c1F (centres undefined),-6%,3%,nt,nt,7%,nt,9%,-1.6%,nt,
O=C(CCNc1ccc(F)cc1)c1cc2ccccc2o1,-9%,5%,-0.5%,2%,-4%,-1.1%,1%,0.1%,-3%,
COc1ccc(NC2CCCN(C(=O)CCC(=O)c3ccc(F)cc3)C2)cc1 (centres undefined),6%,?,-0.8%,-7%,-4%,nt,?,1.4%,-2%,
Cc1cccc(OCC(=O)NCc2ccc(F)cc2)c1,-9%,7%,-0.4%,-7%,-1%,nt,12%,-0.3%,-2%,

# Next section:
SMILES,Dengue-2 NS5 capping,Rac1 GTP hydrolysis,West Nile antiviral,LYP phosphatase,PhoP inhibition,CSM14.1 death rescue,Large T inhibition,RSV CPE inhibition,GPR35 arrestin U2OS,others
CCc1nnc(NC(=O)CCC(=O)N2CCN(Cc3ccccc3)CC2)s1,-9%,3%,-0.3%,-3%,-7%,1.0%,4%,-0.9%,8%,
Cc1cccc(-n2c(C)cc(C=C3C(=O)c4ccccc4C3=O)c2C)c1,21%,0%,nt,-2%,-8%,-1.8%,3%,?,17%,
COc1ccccc1C(=O)NCCC(=O)N(C)Cc1ccc(C)o1,0%,4%,-0.2%,-12%,6%,nt,15%,1.0%,1%,
Cc1ccc(-c2cc(-c3nnc(SCC(=O)N(C)CCC#N)n3N)c3ccccc3n2)cc1,-6%,5%,1.9%,-9%,2%,-1.4%,9%,2.0%,6%,
COCCNC(=O)Cn1nc(C)c2ccccc2c1=O,-1%,5%,-0.1%,-6%,-2%,0.9%,17%,1.4%,-1%,
Cc1cnc(C(=O)OCC(=O)NCc2ccc3c(c2)OCO3)cn1,3%,1%,0.0%,-6%,9%,-1.1%,6%,2.2%,-2%,
COc1ccc(CNC(=S)Nc2ccccc2)cc1Cl,-19%,1%,0.9%,2%,0%,nt,3%,15%,10%,
O=C(NCc1cnc2ccccn12)C1CCC(=O)N(Cc2cccc(F)c2)C1 (centres undefined),1%,10%,1.2%,-11%,-5%,nt,4%,2.9%,3%,
COCCNC(=O)c1ccc(-c2csc(C)n2)cc1,-5%,4%,0.2%,-4%,-3%,-2.0%,5%,0.0%,-15%,
Cc1ccc(SCC(=O)NCc2ccncc2)cc1,3%,0%,0.5%,-5%,-12%,1.1%,12%,0.5%,21%,
Cc1ccc(NC(=O)C(NS(=O)(=O)c2cccc3nsnc23)C(C)C)nc1 (centres undefined),-8%,-3%,-0.4%,1%,-9%,-0.8%,5%,2.9%,-14%,
COc1ccc(/C=N/n2c(SC)nnc2-c2ccccc2)cc1C,-1%,12%,-0.4%,2%,16%,0.8%,14%,5.2%,-10%,
Cc1ccccc1NC(=O)CSc1nc2c(c(-c3ccco3)c1C#N)CCCC2,-2%,3%,-0.2%,-4%,-6%,-0.9%,8%,1.5%,-9%,
CCOC(=O)C1(C(F)(F)F)N=C(c2ccccc2F)OC(N(C)C)=N1 (centres undefined),2%,9%,-0.9%,-6%,-7%,nt,15%,nt,-13%,
CN1CCN(C(=O)/C(=C\c2cccs2)NC(=O)c2cccs2)CC1,-8%,6%,-0.7%,5%,-11%,-1.7%,10%,0.5%,0%,
O=C(c1ccc(Cl)cc1)N1CCC(O)(CSc2ccc(Cl)cc2)CC1,-1%,3%,-0.6%,1%,3%,-3.9%,8%,6.2%,4%,
Nc1cc(S(=O)(=O)N2CCOCC2)ccc1Oc1ccc(F)cc1,-5%,2%,-1.5%,0%,5%,0.2%,3%,3.4%,-4%,
COc1cccc(C(=O)NC(=S)Nc2ccc3c4c(cccc24)CC3)c1,8%,10%,0.0%,-2%,0%,-2.4%,6%,2.4%,12%,
COc1cc(OC)c(C(=O)CCCN2CCCC2)c(OC)c1,-10%,-8%,0.0%,0%,-4%,10%,5%,-1.6%,-1%,
CN(C)CC(C)(C)CNC(=O)c1cc(Br)cc(Br)c1O,-13%,8%,0.2%,-7%,-5%,-0.5%,-3%,-1.4%,-2%,
CC(C)(C)C(=O)Nc1ccc(N2CCCC2)cc1,15%,12%,0.2%,-5%,9%,-0.5%,6%,5.2%,15%,
COc1ccc([N+](=O)[O-])cc1N(CC(O)CN1CCOCC1)S(=O)(=O)c1ccccc1 (centres undefined),-3%,5%,-0.4%,-4%,10%,nt,2%,0.1%,-6%,

# Assay outcomes as filed in PubChem BioAssay.
